# UDG counterscr: Primary qHTS assay for inhibitors of Activation Induced Cytidine Deaminase (AID): UDG Counterscreen signal | Uracil-DNA glycosylase | FRET deamination/UDG coupled assay, UDG read, 4 h | Potency, µM (doses to about 115 µM), for inactives: at the highest dose activity change, negative = inhibition, usual class: inhibitors | actives 0.14% (n = 91,000) | AID 1347430, 2020; further: nearly all actives have a fitted effect of over 65% in size
# AID inhibitor: Primary qHTS assay for inhibitors of Activation Induced Cytidine Deaminase (AID): AID signal; Single-stranded DNA cytosine deaminase (Homo sapiens), Q9GZX7; AID 1347428, 2020; actives 0.32% (n = 91,000); AID deamination FRET fluorescence, UDG-coupled, 4 h; Potency, µM (top dose mostly 115 µM), for inactives: top-dose activity change, negative = inhibition, most hits filed as inhibitors; further: nearly all actives have a fitted effect of over 25% in size
# Target sequence (Q9GZX7 whole entry, looked up): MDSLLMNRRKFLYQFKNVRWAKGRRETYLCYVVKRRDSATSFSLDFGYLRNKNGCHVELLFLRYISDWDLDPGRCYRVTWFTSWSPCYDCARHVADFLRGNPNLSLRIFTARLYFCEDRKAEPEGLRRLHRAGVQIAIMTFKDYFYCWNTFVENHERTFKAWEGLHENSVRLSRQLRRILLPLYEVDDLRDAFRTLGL
# * hit, by the source's call; ? = inconclusive; & = joins results of further samples; [ ] = another dose, or the depositor's remark. The call rests on the fitted dose curve; in most records, active means well fitted curve in the direction sought with a large enough effect; inconclusive means small, poorly fitted or top-dose-only effect, or another doubt; inactive means no such curve, though single readings can be large; an effect the other way counts as inactive or inconclusive. On the % scale 0 is the no-effect control and ±100 the full control effect; potency means the concentration at half of the fitted maximal effect.
SMILES,UDG counterscr,AID inhibitor
C[C@@H]1O[C@@H](O[C@H]2C[C@@H](O)[C@]3(CO)[C@@H]4C(CC[C@]3(O)C2)[C@@]2(O)CC[C@H]([C@@H]3COC(=O)C3)[C@@]2(C)C[C@H]4O)[C@H](O)[C@H](O)[C@H]1O (stereo partly specified),2%,8%
CCOC(=O)C1=C(C)OC(N)=C(C(=O)OCC)C12C(=O)Nc1ccccc12 (stereo unspecified),-16%,72%[activator]
COc1ccc(/C=C/c2nc3ccccc3c(=O)n2-c2ccc(C)cc2)cc1O,18%,4%
Cc1ccc(C2(O)CC(C)N(C)CC2C)c(C)c1 (stereo unspecified),8%,0%
C[C@@H]1O[C@@H](O[C@H]2C[C@@H](O)[C@]3(CO)[C@H]4[C@H](O)C[C@]5(C)[C@@H](C6=CC(=O)OC6)CC[C@]5(O)[C@@H]4CC[C@]3(O)C2)[C@H](O)[C@H](O)[C@H]1O,-2%,7%
CC(C)C(Br)C(=O)NC(N)=O (stereo unspecified),0%,-4%
CN1CCC(OC(=O)c2ccccc2)(c2ccccc2)C(C)(C)C1 (stereo unspecified),-10%,-7%
COc1ccccc1C1SCC(=O)Nc2c1c(C)nn2-c1cccc(C)c1 (stereo unspecified),4%,?
CCc1ccc(OCC(=O)N2CCN(CCc3ccccn3)CC2)cc1,-4%[57.5 µM],11%[57.5 µM]
Cc1ccc(S(=O)(=O)NCCNc2ccc([N+](=O)[O-])c3cccnc23)cc1,-1%,18%
CCC[N+]12CCC(CC1)C(=C(c1ccccc1)c1ccccc1)C2,11%,-4%
c1ccc(CCNCC2CCCO2)cc1 (stereo unspecified),1%,-2%
COc1ccc2c(c1)c(C(C)=O)c(C)n2Cc1ccccc1,-7%,-10%
Cc1oc2cc3oc(=O)c(CCC(=O)N4CCCCC4)c(C)c3cc2c1C,-5%,-25%
CC(C)C12CN3CCN(CC(C3)C1=O)C2,-3%,0%
Nc1c(C(=O)Nc2cccc(Br)c2)sc2nc3c(cc12)N1CCC3CC1,-2%,20%
O=C(c1cn(CCCOc2ccccc2Cl)c2ccccc12)C(F)(F)F,-8%,-18%
Cc1cccc(-n2c(/C=C/c3c(C)[nH]c4ccccc34)nc3ccccc3c2=O)c1,-14%,29%
O=[N+]([O-])c1ccc(NC2CCCC2)c2ccncc12,4%,20%
c1ccc(CCNC2CC2)cc1,-10%,-3%
N#Cc1c(Cl)nc(NCCNc2ccccn2)c(Cl)c1Cl,-7%,-11%
Cc1ccc(-n2nnnc2C2(NC(C)C)CCCCC2)cc1,2%,-4%
C/C(=N\O)c1cn(C)c2ccccc12,-8%,-9%
N#Cc1ccc(NC(=O)CSc2nnc(Cc3ccccc3)o2)cc1Cl,3%,-3%
CC(C)C(=O)c1cn(Cc2ccccc2C#N)c2ccccc12,-16%,-16%
COc1ccc(CCNCc2ccc(Br)cc2)cc1,7%,3%
CC1OC(OC2CCC3(C=O)[C@H]4CCC5(C)C(C6=CC(=O)OC6)CCC5(O)[C@@H]4CCC3(O)C2)C(O)C(O)C1O (stereo partly specified),-8%,1%
COc1cc(OC)cc(C(=O)Nc2ccc(Cl)cc2C(=O)c2ccccc2Cl)c1,?,10%
Cc1[nH]nc2c1C(c1ccc(C(=O)O)cc1)SCC(=O)N2 (stereo unspecified),10%,3%
Nc1nc(CN2CCN(C(=O)COc3cccc(F)c3)CC2)nc2ccccc12,-7%,-2%
CC/C=C(/C)C(=O)NC(C)Cc1ccc(Br)cc1 (stereo unspecified),-3%,-4%
Cc1cccc(-n2nnnc2C2(NC3CCCCC3)CCCCC2)c1,-17%,-26%
CC(C)NC(=O)C(C)Cl (stereo unspecified),-7%,-12%
O=C(c1ccc2c(c1)N(Cc1c(F)cccc1Cl)C(=O)c1ccccc1S2)N1CCC2(CC1)OCCO2,-17%,?
Cn1cc(C(=O)Nc2ccncc2)c2ccccc21,-5%,-9%
COc1cccc(-c2nn3c(=O)cc(CN4CCN(C(=O)COc5ccccc5C)CC4)nc3s2)c1,27%,-4%
CCCN1CCc2cc(O)cc3c2[C@H]1Cc1ccc(O)c(O)c1-3,8%,-4%
N#Cc1cc2c(nc1SCC(=O)Nc1ccc(OC(F)(F)F)cc1)C1CCN2CC1,-20%,-14%
N#Cc1ccc(NC(=O)COC(=O)c2nc(-c3ccccc3)n(-c3ccccc3)n2)cc1Cl,3%,-9%
COc1ccc(C2SCC(=O)Nc3c2c(C)nn3C)cc1OC (stereo unspecified),-17%,-7%

# In the list so far, two contain a nitro group on carbon.
SMILES,UDG counterscr,AID inhibitor
Cc1ccc(S(=O)(=O)NCCNc2ccc([N+](=O)[O-])c3cccnc23)cc1,-1%,18%
O=[N+]([O-])c1ccc(NC2CCCC2)c2ccncc12,4%,20%

# Copied from the list:
# `CC/C=C(/C)C(=O)NC(C)Cc1ccc(Br)cc1` (stereo unspecified) @ UDG counterscr = -3%
# `N#Cc1c(Cl)nc(NCCNc2ccccn2)c(Cl)c1Cl` @ UDG counterscr = -7%

# (listing goes on)
SMILES,UDG counterscr,AID inhibitor
CCOc1ccc(CNCCc2c[nH]c3ccccc23)cc1,-9%,-4%
NCCc1ccc(OC(F)F)cc1,1%,2%
Nc1ccc(Br)cc1C(=O)c1ccc(Cl)cc1,-5%,-9%
COc1ccc(N2C(=O)NC(=O)C3(Cc4cc(C)ccc4N(C)C3)C2=O)cc1 (stereo unspecified),0%,7%
Cc1ccc(OCC(=O)N2CCN(Cc3ccc(F)cc3)CC2)cc1,-3%,6%
CCCC(C)(COC(N)=O)COC(=O)NC(C)C (stereo unspecified),6%,2%
CCCSc1nc2ccccc2c(=O)n1-c1ccccc1OC,-18%,?
O=C1C2CCCCC1CN(Cc1ccccc1)C2,6%,-4%
CN(C)C(CSS(=O)(=O)c1ccccc1)CSS(=O)(=O)c1ccccc1,-18%,?
Cc1cccc(-n2nc(C)c3c2NC(=O)CSC3c2ccccc2Cl)c1 (stereo unspecified),-2%,-14%
COC(=O)c1ccc(CBr)cc1,3%,4%
CN1CC2(Cc3c1ccc1ccccc31)C(=O)NC(=O)N(CCc1ccccc1)C2=O (stereo unspecified),-16%,16%
CCCN1CCO[C@@H]2c3cc(O)ccc3OC[C@H]21,0%&0%,5%&7%
CCOc1ccc(CN(CCc2ccc3c(c2)OCO3)Cc2ccc(OC)c(Br)c2)cc1,-3%,0%
CCC(=O)OC1(c2ccccc2)CCN(C)CC1C (stereo unspecified),8%,-1%
CC(C)NP(=O)(NC(C)C)OP(=O)(NC(C)C)NC(C)C,0%,3%
NC1CCCN(Cc2cccnc2)C1 (stereo unspecified),3%,31%[activator]
CC(C)c1ccc(OCC(=O)N2CCN(CCc3ccccn3)CC2)cc1,-13%[57.5 µM],-5%[57.5 µM]
COc1ccc(OC)c(C(O)C(C)N)c1 (stereo unspecified),4%,-2%
C=CCNC(=O)c1c(N)n(Cc2ccccc2)c2nc3ccccc3nc12,?,?
CN(C)CC#CCC(O)(c1ccccc1)C1CCCC1 (stereo unspecified),2%,0%
O=C(CCc1nc(C2=CCN(Cc3cccc(Cl)c3)CC2)no1)Nc1ccccc1F,-22%,-4%

# Grouped by structure, the entries above containing four or more nitrogen atoms (13)
SMILES,UDG counterscr,AID inhibitor
Cc1ccc(S(=O)(=O)NCCNc2ccc([N+](=O)[O-])c3cccnc23)cc1,-1%,18%
Nc1c(C(=O)Nc2cccc(Br)c2)sc2nc3c(cc12)N1CCC3CC1,-2%,20%
N#Cc1c(Cl)nc(NCCNc2ccccn2)c(Cl)c1Cl,-7%,-11%
Cc1ccc(-n2nnnc2C2(NC(C)C)CCCCC2)cc1,2%,-4%
N#Cc1ccc(NC(=O)CSc2nnc(Cc3ccccc3)o2)cc1Cl,3%,-3%
Nc1nc(CN2CCN(C(=O)COc3cccc(F)c3)CC2)nc2ccccc12,-7%,-2%
Cc1cccc(-n2nnnc2C2(NC3CCCCC3)CCCCC2)c1,-17%,-26%
COc1cccc(-c2nn3c(=O)cc(CN4CCN(C(=O)COc5ccccc5C)CC4)nc3s2)c1,27%,-4%
N#Cc1cc2c(nc1SCC(=O)Nc1ccc(OC(F)(F)F)cc1)C1CCN2CC1,-20%,-14%
N#Cc1ccc(NC(=O)COC(=O)c2nc(-c3ccccc3)n(-c3ccccc3)n2)cc1Cl,3%,-9%
CC(C)NP(=O)(NC(C)C)OP(=O)(NC(C)C)NC(C)C,0%,3%
C=CCNC(=O)c1c(N)n(Cc2ccccc2)c2nc3ccccc3nc12,?,?
O=C(CCc1nc(C2=CCN(Cc3cccc(Cl)c3)CC2)no1)Nc1ccccc1F,-22%,-4%

# Some of the compounds tested; rates above refer to the full screens.
